# Nrf2 block – Nrf2 qHTS screen for inhibitors; Potency, µM (titrated, usually from 46 µM), inactives show at the highest dose activity change, negative = inhibition, usual class: inhibitors; hit rate 2.1% among 360,000; A549 ARE-Fluc reporter, luciferase luminescence, 18-24 h; also: potency is read from the fitted curve at half-maximal effect; % is scaled to controls: 0 for no effect and ±100 for the full control effect; nearly all actives have a fitted effect of over 60% in size
#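 Concentration-response testing used A549 ARE_Fluc cells at 5000 cells/well. Following an 18-24 h compound incubation, viability was read by fluorescence (Ex 405/Em 525) and luciferase output by luminescence.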
# A549 tox – Nrf2 qHTS screen for inhibitors: counterscreen for cytotoxicity; AID 504648, 2011; hit rate 0.16% among 390,000; A549 ARE-Fluc cells, CellTiter-Fluor viability, 18-24 h; Potency, µM (doses to about 46 µM), inactives show at the top dose activity change, negative = cytotoxicity, most hits filed as inhibitors; also: potency is read from the fitted curve at half-maximal effect; % is scaled to controls: 0 for no effect and ±100 for the full control effect
#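 A549 ARE-Fluc cells in 5% FBS OPTI-MEM, 5000 cells/well, rested 2 h then exposed to compounds in concentration-response for 18-24 h at 37 °C. Viability by CellTiter-Fluor fluorescence (Ex 405/Em 525) after 30 min; luciferase luminescence (BugLite, 15 min, RT) read afterwards.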
# Nrf2 activator – qHTS of Nrf2 Activators | Potency, µM (highest dose often 46.1 µM), for inactives: at the highest dose activation, most hits filed as activators | AREc32 ARE-luciferase reporter (MCF7-derived line), luminescence, 24 h | hit rate 0.31% among 410,000; also: potency is read from the fitted curve at half-maximal effect; % of control where 0% means no effect; nearly all actives have a fitted effect of over 65% in size
#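 AREc32 cells carrying an ARE-driven firefly luciferase, 1000 cells/well in OPTI-MEM with 5% FBS, dosed after overnight attachment and incubated 24 hr at 37 deg C. Steady-Glo luminescence read after 30 min at RT.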
# CCT chaperon mod – High-Throughput Screening for Modulators of Cytosolic Chaperonin Activity; purified chaperonin ATPase assay, HTRF ADP detection, 30 min; activity change, % (no concentration beside the values), hits read low; hit rate 0.3% among 360,000; AID 651819, 2012; in the data active = activity change below about -30%; also: % is scaled to controls: 0 for no effect and ±100 for the full control effect
#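 First, chaperonin was dispensed at 40 nM or 20 nM final depending on batch activity. Next, compounds were pinned at 76 uM and ATP added at 10 uM. After 30 min at 37 °C, ADP detection reagents ran 30 min at ambient temperature.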
# Mm-Cpn inhibitor – Inhibitors of TCP-1 ring complex (TRiC) of Methanococcus maripaludis (MmCpn): qHTS | Potency, µM (series often up to 76.9 µM), for inactives: at the highest dose activity, negative = inhibition, actives largely listed as inhibitors | Chaperonin Mm-Cpn (Methanococcus maripaludis) | purified Mm-Cpn ATPase, ADP Transcreener TR-FRET | hit rate 0.031% among 330,000; also: potency is read from the fitted curve at half-maximal effect; % is scaled to controls: 0 for no effect and ±100 for the full control effect; nearly all actives have a fitted effect of over 80% in size
#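 Purified archaeal chaperonin (25 nM final) was preincubated with compound for 10 min at 37°C, then ATP (10 uM final) was added for 30 min at 37°C in Tris pH 7.4/KCl/MgCl2/DTT buffer. ADP was quantified by HTRF Transcreener TR-FRET.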
# TGFb inhibitor – qHTS for Inhibitors of TGF-b; AID 588855, 2011; hit rate 1.2% among 410,000; HepG2 CAGA-GFP TGF-b/SMAD3 reporter, GFP fluorescence, 18 h; TGF-beta stimulated, 500 pg/mL final; Potency, µM (titrated, usually from 46.1 µM), for the others: at the highest dose activity, negative = inhibition, most hits filed as inhibitors; also: potency is read from the fitted curve at half-maximal effect; % is scaled to controls: 0 for no effect and ±100 for the full control effect; nearly all actives have a fitted effect of over 65% in size
#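 GFP signal (ex488/em500-530) from TGF-beta-stimulated HEPG2 CAGA-GFP cells, 500 pg/mL final, 18 h at 37 degrees C in DMEM plus 1% FBS, normalized to unstimulated and DMSO-stimulated controls.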
# ATXN viability – Viability Counterscreen for Primary qHTS for Inhibitors of ATXN expression; Potency, µM (highest dose often 56.7 µM), hits mostly cytotoxic; AID 651635, 2014; S2 cells (HEK-293 line with an ATXN2-luciferase reporter) viability, CellTiter-Fluor protease fluorescence, 24 h; hit rate 0.49% among 400,000; also: potency is read from the fitted curve at half-maximal effect; nearly all actives have a fitted effect of over 40% in size
# Akt phos inh – HTS Assay for Inhibitors of Akt Phophorylation: Primary Screen; AID 651550, 2012; Neuro2A IGF-stimulated pAkt S473 HTRF, 20 min; active compounds read low; activity change, % for hits at 50 µM; hit rate 0.32% among 360,000; in the data active = activity change below about -80%; inconclusive = mostly about -51% to -80%; also: % is scaled to controls: 0 for no effect and ±100 for the full control effect
#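 Neuro2A cells (4,500/well, DMEM with 0.5% FBS) were treated with compound at a single 50 µM final concentration, stimulated with 6 nM IGF for 20 min at 37 °C, and lysed. Phospho-Akt Ser473 was read by HTRF as 665/615 ratio ×10^4.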
# HepG2 tox – qHTS for Inhibitors of TGF-b: Cytotox Counterscreen; HepG2 CAGA-GFP viability, ATP luminescence, 18 h; hit rate 0.76% among 410,000; AID 588856, 2011; Potency, µM (doses to about 46.1 µM), without a hit: at the highest dose activity change, negative = cytotoxicity, usual class: cytotoxic; also: potency is read from the fitted curve at half-maximal effect; some results filed as inactive show a strong effect at the top dose
#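 CellTiter-Glo luminescence gave cytotoxicity after 18 hours at 37 degrees C. The cells were HepG2 CAGA-GFP in 1% FBS DMEM, stimulated with 500 pg/mL TGF-beta after compound addition. %Activity was normalised to no-cell wells (complete cell-killing) and DMSO (no toxicity), and curves were fitted and classified.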
# * marks the source's active call; other numbers are inactive results; i = inactive; ? = inconclusive; / = not tested or not shown; [ ] = dose if it differs, or a comment. Unless noted, calls follow the shape of the dose curve; as a rule, active = well fitted curve in the direction sought with a large enough effect; inconclusive = small, poorly fitted or top-dose-only effect, or another doubt; inactive = no such curve, though single readings can be large; an effect the other way counts as inactive or inconclusive.
smiles	Akt phos inh	HepG2 tox	TGFb inhibitor	Mm-Cpn inhibitor	CCT chaperon mod	Nrf2 activator	ATXN viability	A549 tox	Nrf2 block
COc1ccc(OC)c(-c2csc(NC(=O)CSc3ccc([N+](=O)[O-])cc3)n2)c1	i	-32%	?	-14%	1.3	-0.3%	i	-13%	?
CN(C)c1ccc(CNn2cnnc2SCC(=O)NC(C)(C)C)cc1	i	-7%	1%	-4%	0.6	0.3%	i	-2%	13%
CC(=O)c1nc2ccccc2n1Cc1ccccc1	i	-7%	7%	-3%	1.5	-0.8%	?	0%	16%
COc1cccc(C(=O)/C=C/Nc2cc(C)ccc2O)c1	i	-37%	?	-1%	1.1	?	?	?	23%
Cc1cccc(NS(=O)(=O)c2cnc[nH]2)c1	i	-2%	-13%	-2%	-2.6	-0.6%	?	2%	9%
CC(=O)N1CCc2cc(S(=O)(=O)NCCC(=O)N3CCN(Cc4ccccc4)CC3)ccc21	i	-19%	3%	2%	-1.7	0.4%	i	18%	?
CC1Cc2cc(/C(O)=C3/C(=O)C(=O)N(CC4CCCO4)C3c3ccco3)ccc2O1 (configuration not stated)	i	6%	?	-3%	-0.5	0.1%	i	-9%	4%
COc1ccc(NC(=O)C2CCN(S(=O)(=O)c3cc(-c4noc(C)n4)ccc3C)CC2)cc1	/	-18%	-31%	/	/	0.1%	i	1%	/
COCCN(C(=O)COC(=O)COc1ccc2ccccc2c1)c1c(N)n(Cc2ccccc2)c(=O)[nH]c1=O	i	-7%	?	/	-2.2	-0.1%	?	-1%	19%
COc1cccc(C(C#N)N2CCCCC2)c1O (configuration not stated)	i	-2%	7%	0%	-1.4	0.1%	i	-13%	9%
COc1ccc(N2C(=O)CC(N3CCN(c4ccccc4)CC3)C2=O)cc1 (configuration not stated)	i	17%	15%	2%	-2.0	0.3%	/	-2%	9%
O=C(COC(=O)c1cncc(Br)c1)NCc1ccccc1	i	8%	-2%	-2%	-2.9	-0.8%	i	4%	2%
Cc1cc(C)n(C(C)CC(=O)Nc2ccc3c(c2)OCO3)n1 (configuration not stated)	/	-13%	-11%	2%	-0.7	0.8%	i	2%	6%
N#C/C(=C\c1ccc(Cl)cc1Cl)c1nc(-c2cccc(Cl)c2)cs1	/	-12%	-4%	/	/	-0.4%	/	8%	5%
CC(C)c1ccccc1N=C1SCCN1C1CCS(=O)(=O)C1 (configuration not stated)	i	1%	?	2%	0.5	0.2%	i	4%	5%
O=C(NC(=S)Nc1ccccc1N1CCOCC1)c1ccccc1F	i	-1%	11%	0%	0.8	12%	i	6%	16%
Nc1nc(SCC(=O)Nc2cccc(S(=O)(=O)N3CCCCCC3)c2)n[nH]1	i	3%	1%	1%	-0.4	-0.3%	i	6%	-11%
CCOc1ccc2c(c1)C(NC(C)=O)C(=O)N2CCN1CCOCC1 (configuration not stated)	i	-3%	-15%	-7%	-8.1	-0.4%	i	-5%	3%
OCCN(Cc1ccccn1)Cc1ccccn1	i	4%	-21%	/	0.9	-1.0%	i	/	/
Cc1c(C(=O)Nc2cnccn2)oc2ccccc12	i	-8%	-11%	0%	-0.1	6.3%	i	-16%	?
O=[N+]([O-])c1cc(S(=O)(=O)Nc2ccccc2)ccc1NCc1ccccc1	i	2%	?	-1%	0.6	2.0%	i	0%	-1%
CCN(C1CCS(=O)(=O)C1)S(=O)(=O)c1ccc2ccccc2c1 (configuration not stated)	i	15%	7%	2%	-1.3	-0.7%	i	0%	-9%
Cc1ccsc1C(=O)N1CCCC(C(=O)c2cc(F)ccc2F)C1 (configuration not stated)	i	5%	?	2%	1.6	-0.5%	i	28%	-6%
Cc1ccc(S(=O)(=O)c2cn(CC(=O)Nc3ccc(Cl)cc3)c3ccc(F)cc3c2=O)cc1C	/	0%	?	/	/	0.3%	i	5%	13%
Cc1cc(NC(=O)c2cc3ccccc3o2)ccc1NC(=O)c1ccccc1	i	-4%	4%	-7%	-1.0	-0.4%	i	-5%	-13%
Cn1nnnc1SCCCNCc1cc(Br)ccc1OCc1ccccc1F	/	-70%	?	/	/	-1.8%	/	-16%	?
COc1ccc2c(c1)CCc1c(C(=O)Nc3ccc(OC)cc3OC)noc1-2	/	-5%	-3%	/	/	-0.5%	i	3%	-15%
COc1ccccc1C(=O)NCCc1nc2ccccc2[nH]1	i	4%	-9%	0%	1.5	0.2%	i	3%	-15%
Cc1cccc(-c2nc3c4ccccc4n(Cc4cccc(Cl)c4)c(=O)n3n2)c1	/	-32%	2%	/	/	1.6%	/	1%	/
COc1ccc(CCNCC(O)COc2c(C)cccc2C)cc1OC (configuration not stated)	i	-22%	0%	1%	-3.1	0.3%	i	5%	3%
CCOC(=O)C1=CC[C@H]2c3c(c4ccc(OC)cc4n3C)C(=O)C1N2S(=O)(=O)c1ccc(C)cc1	i	-17%	-27%	-17%	-0.7	-0.8%	?	-9%	-25%
Cc1cc(C)cc(SCc2noc(C(=O)NCC3CCCO3)c2C(=O)O)c1 (configuration not stated)	i	4%	-1%	-3%	-4.1	-1.3%	i	-5%	3%
COc1cc(NC(=O)Nc2ccc3c(c2)OCO3)cc(OC)c1OC	i	17%	19%	-1%	0.2	4.3%	i	-2%	7%
COc1ccc(C2C(C(=O)c3cccs3)=C(O)C(=O)N2c2nnc(C)s2)cc1OC (configuration not stated)	i	10%	-1%	-1%	-5.8	0.0%	i	-2%	-6%
O=C(NCCc1ccccc1Cl)C1CC(=O)N(C2CCCCC2)C1 (configuration not stated)	i	-6%	-8%	1%	0.9	3.1%	i	0%	?
COc1ccc(Cl)cc1NC(=O)COC(=O)CNC(=O)C1CCCCC1	i	-54%	10%	-1%	-1.4	4.2%	i	0%	1%
COc1ccc(-n2ncc3c2ncn2nc(-c4ccc(OC)c(OC)c4)nc32)cc1	/	-3%	/	/	/	0.2%	/	0%	6%
O=C(CC(C(=O)O)c1ccccc1)Nc1cccc2ccccc12 (configuration not stated)	i	26%	-1%	2%	-2.4	-0.6%	i	1%	-2%
Cc1cccc(C)c1NC(=O)CN1C(=O)c2cccc3cccc1c23	/	-1%	-8%	/	/	0.7%	i	?	/
Cc1nnc(SCC(=O)N2CCOCC2)c2ccccc12	-115%*	3%	-14%	0%	3.6	?	i	1%	9.2µM*
CCCCOc1ccc(/C=C/C(=O)N(CC)CC(=O)Nc2ccc3c(c2)OCCO3)cc1OC	i	-14%	?	-3%	-0.3	2.8%	i	-14%	?
Cc1cccc(C(c2c(C)nn(-c3ccccc3)c2N)c2c(C)nn(-c3ccccc3)c2N)c1	i	5%	?	1%	2.7	2.2%	i	8%	-9%
Cc1noc(C)c1NC(=O)N(C)C[C@@H]1Oc2ncc(C#CC3CC3)cc2C(=O)N([C@@H](C)CO)C[C@@H]1C	i	7%	3%	/	0.6	-1.2%	i	/	/
CC(/C=N/n1c(-c2ccco2)n[nH]c1=S)=C\c1ccco1	i	7%	0%	3%	1.4	?	i	0%	-20%
COc1ccc(NC2CCCN(C(=O)c3ccccc3-c3ncc[nH]3)C2)cc1 (configuration not stated)	i	1%	-4%	/	-0.8	0.2%	i	/	/
Cc1cc(C)nc(NC(C)(C)C(=O)O)n1	i	1%	-2%	1%	-3.0	-0.9%	i	-4%	1%
CN(C)c1cccc(C(=O)NNC(=O)CSc2ccccc2)c1	i	-11%	3%	-1%	-2.0	0.4%	i	13%	7%
CCOC(=O)C1=CCN(S(=O)(=O)c2ccc(C)cc2)C1c1ccccc1F (configuration not stated)	i	-19%	-24%	/	2.4	7.1%	i	/	/
O=C(CC(c1ccccc1)c1ccccc1)NCCO	i	22%	27%	-1%	-2.2	-0.1%	i	-11%	8%
COc1cc(C2CC(=O)Nc3ccccc3S2)cc(OC)c1OC (configuration not stated)	i	-24%	3%	3%	-1.0	-0.9%	?	6%	-21%
Fc1ccc(COc2ccccc2-c2ccnc3ncnn23)cc1	i	2%	5%	-1%	-1.2	1.0%	i	-3%	25%
CC(C)Cn1c(CCCNC(=O)c2ccco2)nc2ccccc21	i	7%	2%	1%	-1.0	8.1%	i	2%	12%
C=CCOc1ccccc1/C=N/n1nnnc1N	i	0%	17%	-4%	2.2	3.0%	i	0%	-19%
O=C(CCCCn1c(=O)c2ccccc2n(Cc2ccc(Cl)cc2)c1=O)NCc1ccccc1Cl	/	-36%	-19%	/	/	0.1%	i	-5%	?
CC(=O)Nc1ccc(-c2ccnc3c2CC(C)(C(=O)Nc2ccc(Cl)cc2)O3)cc1 (configuration not stated)	i	-10%	-7%	/	0.5	0.1%[9.22 µM]	i	/	/
O=C(Nc1ccc(-c2noc(COc3ccccc3Cl)n2)cc1)c1ccco1	i	-48%	-2%	-10%	-0.1	-0.2%	i	-2%	/

# Bioassay records from PubChem BioAssay.
